# Screening results as filed in PubChem BioAssay.
# NOD1 NF-kB reporter: NOD1 signaling inhibitors, primary screen, cell-based, luminescence, uHTS (AID 1578). NOD1-driven NF-kB luciferase reporter cells, luminescence; higher % means a stronger effect. one-dose inhibition, % at 4 µM; EC50 in µM for titrated hits. 290,000 tested, 1% active; in the data active = inhibition mostly above about 36%, no sharp cut-off; inactive = mostly below about 34%;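 note: HEK-293T reporter cells stimulated with the NOD1 agonist gamma-tri-DAP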
# GPR55 activation: GPR55 agonists via beta-arrestin recruitment, primary screen, imaging, U2OS cells, beta-arrestin-GFP redistribution (AID 1961); U2OS GPR55 beta-arrestin-GFP redistribution imaging; higher % means a stronger effect; G-protein coupled receptor 55 (Homo sapiens); 290,000 tested, 0.048% active; activation, % at 10 µM, or EC50 in µM where a hit was titrated;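 active = activation above 40% with more than 50 cells counted in the well; inconclusive = wells holding fewer than 50 cells, flagged as toxic or sparse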;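 note: U2OS osteosarcoma cells stably expressing GPR55 and beta-arrestin-GFP; plate controls were DMSO negative control for no effect and LPI positive control for full effect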
# GPR55 LPI antagonism: GPR55 antagonists blocking LPI-driven arrestin recruitment, primary screen, imaging, U2OS, beta-arrestin-GFP, LPI agonist (AID 2013); G-protein coupled receptor 55 (Homo sapiens); U2OS GPR55 beta-arrestin-GFP translocation imaging, LPI antagonism; higher % means a stronger effect; one-dose inhibition, % at 10 µM; IC50 in µM for titrated hits; 290,000 tested, 0.13% active;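 active = spots per cell inhibited over 60%, with over 100 cells counted and total cytoplasm intensity under 500,000; inconclusive = wells with under 100 cells, flagged as likely toxic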;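 note: U2OS cells stably carrying GPR55 and arrestin-GFP stimulated by 5 µM LPI near EC80; imaged beta-arrestin-GFP aggregate spots per cell after agonist stimulation; plate controls were LPI-stimulated DMSO wells for no effect and DMSO wells without LPI for full effect; some results filed as inactive read as strong as hits; confirmed hits need IC50 under 10 µM and bright autofluorescent wells are also inconclusive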
# MgcRacGAP inhibition: MgcRacGAP GTPase-activating activity inhibitors, confirmation, biochemical, ADP Hunter fluorescence. MgcRacGAP-stimulated Rac1 GTP hydrolysis, ADP Hunter fluorescence; higher % means a stronger effect; GST-tagged Rac1 F28L mutant substrate. AID 624330, 2012. Rac GTPase-activating protein 1 (Homo sapiens). inhibition, % at 30 µM, or IC50 in µM where a hit was titrated. 340,000 tested, 0.6% active;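 active = first-screen hits whose inhibition reached a set limit at any dose in the follow-up dose series; inconclusive = inhibition above the set first-screen limit but never retested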;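 note: fluorescence reports GDP produced by GAP-driven GTP hydrolysis; strong numbers were not always called active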
# HIV fusion peptide: inhibitors of HIV fusion peptide binding, primary screen, biochemical, uHTS, fluorescence dequenching (AID 1986); cell-free peptide binding, fluorescence dequenching, 30 min; higher % means a stronger effect; one-dose inhibition, % at 20 µM; IC50 in µM for titrated hits; 290,000 tested, 0.3% active; in the data active = inhibition mostly above about 52%, no sharp cut-off; inactive = mostly below about 76%; note: some results filed as inactive read as strong as hits
# KOR beta-arrestin-1: KOR antagonists, beta-arrestin recruitment, cell-based, luminescence, uHTS (AID 1778). 290,000 tested, 0.091% active. inhibition, % at 10 µM, or IC50 in µM where a hit was titrated. Kappa-type opioid receptor (Homo sapiens). KOR beta-arrestin recruitment, luminescence, antagonist mode; higher % means a stronger effect; note: strong numbers were not always called active
# KOR beta-arrestin-2: KOR agonists, beta-arrestin recruitment, primary screen, cell-based, luminescence, uHTS (AID 1777); KOR beta-arrestin recruitment, luminescence; higher % means a stronger effect; activation, % at 10 µM, or EC50 in µM where a hit was titrated; 280,000 tested, 0.02% active; in the data active = activation above about 50%, passing the limit was not always enough; note: a part of the inactive calls stands beside numbers as strong as those of hits
# SV40 large T antigen: SV40 large T antigen inhibitors, biochemical (AID 1903); SV40 large T antigen ATPase/helicase inhibition assay; higher % means a stronger effect; inhibition, % at 20 µM; hits with a dose series show IC50 in µM; 310,000 tested, 0.39% active; in the data active = a potency from the dose series; inconclusive = inhibition mostly from about 32% at the one dose, without a potency; inactive = the rest, 99 in 100 with inhibition below about 32%; note: strong numbers were not always called active
# HEK293 NOD2/NF-kB: NOD2 signaling inhibitors, cell-based, luminescence, uHTS, HEK293 (AID 1566); 290,000 tested, 0.63% active; HEK293 NOD2/NF-kB luciferase reporter, luminescence; higher % means a stronger effect; one-dose inhibition, % at 4 µM; EC50 in µM for titrated hits; note: many of its hits are not listed in these tables
# Active calls of the source: *; u = inconclusive; x = not tested or not shown; [ ] = remark or other dose. Cut-off read from the data, not from the text of the source, unless noted: active = inhibition above about 50%; inactive = the rest.
# The line under a structure holds: NOD1 NF-kB reporter | GPR55 activation | GPR55 LPI antagonism | MgcRacGAP inhibition | HIV fusion peptide | KOR beta-arrestin-1 | KOR beta-arrestin-2 | SV40 large T antigen | HEK293 NOD2/NF-kB
1	CCN(CC)S(=O)(=O)c1ccc(NC(=O)COC(=O)c2ccc(-n3nc(C)cc3C)cc2)cc1
  2% | 0.2% | 48% | -7% | -1.5% | -71% | 2.4% | 11% | -7%
2	COc1cccc(/C=N/Nc2ncccc2[N+](=O)[O-])c1OC
  40%* | -0.2% | 6% | -6% | -1.3% | 5% | -0.8% | 7% | 8%
3	O=C1CCN(C(=S)NCCc2ccccc2)CC1
  -26% | 0.0% | 4% | 10% | 1.2% | 1% | 0.9% | 19% | 19%
4	CC(=O)Cc1nsc(NC(=O)c2ccc(-c3cc(Cl)ccc3Cl)o2)n1
  -22% | -0.5% | 3% | 3% | 10% | -26% | 0.5% | 8% | 0%
5	Cc1ccc(-n2c(SCC3CNC(=O)O3)nnc2-c2ccccc2)cc1C (configuration not stated)
  -31% | -0.1% | -2% | x | -1.0% | 1% | -2.9% | 7% | 8%
6	CCN(CCCNC(=O)COc1cc(=O)n(C)c2ccccc12)c1cccc(C)c1
  -40% | 0.3% | 3% | 11% | 11% | 26% | -2.8% | 8% | 7%
7	Cc1ccc(-c2nn(-c3cccc(F)c3)cc2CN(Cc2nccn2C)C(C)C)o1
  28% | -0.3% | 26% | 7% | 3.1% | -4% | 3.1% | -1% | -5%
8	CCOC(=O)C1CCN(C(=O)c2ccc(OCC(=O)Nc3cccc(C(F)(F)F)c3)cc2)CC1
  -22% | -0.1% | 14% | 7% | 1.8% | 30% | -3.9% | 26% | 15%
9	COc1ccc(C(=O)Nc2nnc(Cc3ccc(OC)c(OC)c3)s2)c(OC)c1
  -6% | -0.1% | -4% | 9% | -0.3% | 10% | -3.5% | 10% | 14%
10	CC(C)c1ncc(C(O)c2cccc3ccccc23)n1C (configuration not stated)
  -21% | 0.0% | -1% | 6% | 0.7% | 24% | -6.3% | 2% | 2%
11	Clc1ccccc1-c1ccc(CN2CCN(c3ccccc3)CC2)o1
  8% | -0.1% | 10% | 8% | 2.0% | 1% | 4.0% | 17% | 8%
12	Cc1cccc(C)c1NC(=O)COc1ccc2c(C)c(Cc3ccccc3)c(=O)oc2c1
  -21% | 0.4% | 8% | 4% | 5.9% | 21% | 2.1% | 7% | 11%
13	CCCN(CCC)C(=O)C1CCCN(S(=O)(=O)c2ccc3c(c2)oc(=O)n3C)C1 (configuration not stated)
  -6% | 1.0% | -2% | 7% | -0.7% | -21% | -4.8% | 10% | 7%
14	Cc1cc(C)cc(NC(=O)NCC2CCN(Cc3cc(C)ccc3C)CC2)c1
  -3% | 0.0% | 4% | 2% | -1.2% | 38% | -3.9% | 4% | -15%
15	CC(C)c1ccc(NC(=S)NN(c2ccccc2)c2ccccc2)cc1
  8% | -0.3% | 0.79µM* | 8% | -1.6% | 13% | 1.1% | 0% | -5%

# Additional entries.
# The line under a structure holds: NOD1 NF-kB reporter | GPR55 activation | GPR55 LPI antagonism | MgcRacGAP inhibition | HIV fusion peptide | KOR beta-arrestin-1 | KOR beta-arrestin-2 | SV40 large T antigen | HEK293 NOD2/NF-kB
16	CCN(CC)S(=O)(=O)c1ccc(N2CCCC2)c(NS(=O)(=O)c2ccc(F)cc2)c1
  -13% | 0.0% | 0% | 8% | -2.3% | -10% | 12% | 8% | 6%
17	Cc1ccc(C)c(NS(=O)(=O)c2cc(C(N)=O)ccc2C)c1
  -12% | -0.1% | 1% | 1% | -0.2% | -15% | 2.3% | 16% | -7%
18	CN1C(=S)N(c2ccccc2)C(=O)/C1=C/c1cccs1
  -36% | -0.2% | 15% | 11% | 2.8% | -8% | -2.4% | 7% | -5%
19	O=C1C([N+](=O)[O-])=C(O)c2cccc3cccc1c23
  -17% | 0.8% | -2% | x | 17% | 28% | -2.9% | 24% | -27%
20	COc1cccc(-c2ccc(NC(=O)C3CCCN(Cc4ccc(CO)o4)C3)cc2)c1 (configuration not stated)
  -9% | -0.1% | -5% | 8% | 3.1% | -20% | 2.4% | 5% | -23%
21	CCc1ccc2c(CN3CCN(S(=O)(=O)c4ccc5c(c4)OCCO5)CC3)cc(=O)oc2c1
  -3% | 0.3% | -5% | 6% | 0.6% | -13% | 0.8% | 9% | 11%
22	CCOc1ccc(/C(O)=C2/C(=O)C(=O)N(c3ccccn3)C2c2ccc(C)cc2)c(C)c1 (configuration not stated)
  -2% | -0.1% | 8% | 6% | 0.4% | 20% | -4.3% | 13% | 16%
23	Cc1ccc(S(=O)(=O)N/N=C/c2cc(Br)c(C)o2)cc1
  -18% | -0.1% | 10% | 6% | -0.5% | -4% | -0.2% | 11% | 18%
24	Cc1cc(C)c(C)c(OCCCCN(C)Cc2ccccc2)c1
  -32% | -0.1% | -1% | 26% | -1.5% | 27%[20 µM] | -4.6% | 7% | -29%
25	CCOc1ccc(CCNC(=O)CSc2nn(-c3ccc(C)c(Cl)c3)c(=S)s2)cc1OCC
  -36% | 0.3% | 2% | -7% | 2.0% | -175% | 7.8% | -1% | -26%
26	COC(=O)c1ccc(C23CC4(C2)[C@H](CN(Cc2cccnc2)[C@@H]4c2ccccc2)C3c2ccc(C(F)(F)F)cc2)cc1 (some centres not stated)
  11% | -0.1% | -2% | x | 0.7% | 6% | 0.0% | 0% | 0%
27	COc1ccc(-c2cc([C@H]3[C@H]4C=CC[C@@H](C)[C@@H]4C(=O)N3Cc3ccccc3)ccc2F)cc1
  7% | -0.1% | 6% | 4% | -0.1% | 19% | x | -1% | 12%
28	CC(=O)c1ccc(NC(=O)c2cccc(S(=O)(=O)N3CCN(C)CC3)c2)cc1
  -38% | -0.2% | 9% | 11% | -1.4% | -19% | -3.7% | 6% | -7%
29	CCN(CC)CCCNC(=S)N1CCC(c2nc3ccccc3[nH]2)CC1
  -12% | 0.6% | 0% | 10% | 1.2% | 19%[20 µM] | -7.6% | 5% | 16%
30	Nc1cc2nc3ccccc3oc-2cc1=O
  -15% | 0.1% | 2% | 13% | 39% | -6% | 6.5% | 12% | 19%

# Further records:
# The line under a structure holds: NOD1 NF-kB reporter | GPR55 activation | GPR55 LPI antagonism | MgcRacGAP inhibition | HIV fusion peptide | KOR beta-arrestin-1 | KOR beta-arrestin-2 | SV40 large T antigen | HEK293 NOD2/NF-kB
31	CCNc1nc(NC(C)(C)C)nc(Oc2ccc(=O)n(-c3ccccc3)n2)n1
  -12% | -0.3% | -10% | 2% | -0.1% | -21% | 1.9% | 6% | -2%
32	c1ccc(CN2CCN(CCOCCOc3cccc4ccccc34)CC2)cc1
  -16% | -0.1% | -9% | u | 0.7% | -72%[20 µM] | -2.6% | 24% | 9%
33	CCNC(=O)c1ccc2c(c1)S(=O)(=O)c1ccccc1C2=O
  -22% | -0.3% | 2% | 6% | -0.2% | -20% | -5.4% | 1% | 6%
34	Cc1ccc(Cn2ncc(Cl)c(Cl)c2=O)cc1
  -11% | -0.3% | 11% | 6% | 0.0% | 9% | 12% | 6% | 13%
35	ONC(=Nc1ccccc1)C(=Nc1ccccc1)NO
  -34% | -0.2% | 7% | 5% | 2.2% | -42% | -5.5% | 4% | -9%
36	CN(Cc1ccccc1)C(=O)CN(C1CCCCC1)S(C)(=O)=O
  -13% | 0.2% | 11% | 5% | 1.7% | 3% | -1.7% | 6% | 8%
37	CCOCCCn1c(SCc2nc3sc(C(=O)O)c(C)c3c(=O)[nH]2)nnc1-c1ccc(Cl)cc1
  -34% | 0.2% | 16% | 0% | 2.0% | 25% | -5.5% | -1% | -16%
38	CCOc1ccccc1NC(=O)CSc1nnc2c(CC)c(C)nc(N)n12
  x | -0.1% | 3% | 1% | -1.9% | -6% | -3.0% | 6% | -8%
39	O=C(NCCc1ccc(Cl)cc1)C1CCN(S(=O)(=O)c2ccc(Br)s2)CC1
  23% | -0.5% | -10% | 5% | -3.0% | 14% | -0.3% | 5% | -6%
40	COc1ccc(CN2CCCC(C(=O)c3ccc(Cl)cc3)C2)cc1Cn1cncn1 (configuration not stated)
  -25% | -0.1% | 1% | 6% | 0.2% | -59%[20 µM] | x | x | 10%
41	Cc1ccc(-c2nc(CS(=O)CC(=O)NCCN3CCOCC3)c(C)o2)cc1 (configuration not stated)
  8% | -0.1% | 3% | 3% | 1.3% | 1% | 1.4% | -2% | 14%
42	N#Cc1ccc(Oc2cc(C(F)(F)F)nc(-c3ccccn3)n2)cc1
  -3% | 0.2% | -1% | 1% | -0.1% | 18% | -0.8% | 0% | 15%
43	Cc1ccc(C(=O)CSc2nnc3ccccn23)c(C)c1
  19% | -0.1% | -2% | 4% | -1.1% | -12%[20 µM] | -5.1% | 8% | -53%
44	O=C(/C=C/Nc1cccc(C(F)(F)F)c1)C(F)(F)F
  2% | 0.0% | 4% | 2% | -2.0% | -15% | 1.4% | 10% | -3%

# Molecules from the list above that have a Cl atom:
# The line under a structure holds: NOD1 NF-kB reporter | GPR55 activation | GPR55 LPI antagonism | MgcRacGAP inhibition | HIV fusion peptide | KOR beta-arrestin-1 | KOR beta-arrestin-2 | SV40 large T antigen | HEK293 NOD2/NF-kB
4	CC(=O)Cc1nsc(NC(=O)c2ccc(-c3cc(Cl)ccc3Cl)o2)n1
  -22% | -0.5% | 3% | 3% | 10% | -26% | 0.5% | 8% | 0%
11	Clc1ccccc1-c1ccc(CN2CCN(c3ccccc3)CC2)o1
  8% | -0.1% | 10% | 8% | 2.0% | 1% | 4.0% | 17% | 8%
25	CCOc1ccc(CCNC(=O)CSc2nn(-c3ccc(C)c(Cl)c3)c(=S)s2)cc1OCC
  -36% | 0.3% | 2% | -7% | 2.0% | -175% | 7.8% | -1% | -26%
34	Cc1ccc(Cn2ncc(Cl)c(Cl)c2=O)cc1
  -11% | -0.3% | 11% | 6% | 0.0% | 9% | 12% | 6% | 13%
37	CCOCCCn1c(SCc2nc3sc(C(=O)O)c(C)c3c(=O)[nH]2)nnc1-c1ccc(Cl)cc1
  -34% | 0.2% | 16% | 0% | 2.0% | 25% | -5.5% | -1% | -16%
39	O=C(NCCc1ccc(Cl)cc1)C1CCN(S(=O)(=O)c2ccc(Br)s2)CC1
  23% | -0.5% | -10% | 5% | -3.0% | 14% | -0.3% | 5% | -6%
40	COc1ccc(CN2CCCC(C(=O)c3ccc(Cl)cc3)C2)cc1Cn1cncn1 (configuration not stated)
  -25% | -0.1% | 1% | 6% | 0.2% | -59%[20 µM] | x | x | 10%

# Some of the compounds tested; count on the stated rates, not on these rows.
